Bim-Mcl-1: inhibitors of Bim peptide binding to Mcl-1, primary screen, biochemical, bead-based flow cytometry, multiplex | inhibition, % at 10 µM | 190,000 compounds, 0.1% hits | AID 1009, 2008 | Bim peptide-Mcl-1 binding | Induced myeloid leukemia cell differentiation protein Mcl-1 (Homo sapiens), Q07820; in the data active means inhibition above about 40%;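 further: 0% = no compound tracer wells and 100% = peptide blocker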
Target sequence (Q07820 whole entry, looked up): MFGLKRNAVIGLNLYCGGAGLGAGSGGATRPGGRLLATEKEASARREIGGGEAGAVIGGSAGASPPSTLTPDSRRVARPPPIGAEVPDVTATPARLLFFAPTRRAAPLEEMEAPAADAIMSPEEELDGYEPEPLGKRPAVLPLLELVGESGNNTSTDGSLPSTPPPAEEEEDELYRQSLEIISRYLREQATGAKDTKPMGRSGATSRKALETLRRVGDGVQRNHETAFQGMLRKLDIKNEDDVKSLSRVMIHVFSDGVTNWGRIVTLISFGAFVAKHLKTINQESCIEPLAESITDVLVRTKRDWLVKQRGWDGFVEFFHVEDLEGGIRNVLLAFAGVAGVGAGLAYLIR
Rab2 wt GTP: modulators of GTP binding to Rab2A wildtype, primary screen, biochemical, dog, bead-based flow cytometry, multiplex; GST-Rab2 wt beads, Bodipy-GTP binding; Ras-related protein Rab-2A (Canis lupus familiaris), P61105; AID 760, 2007; GTP binding activity, % at 10 µM; 190,000 compounds, 0.19% hits;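 active means GTP binding activity at least 20 points away from 100%, either lowered or raised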;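 further: 0% = beads with excess unlabeled GTP and 100% = no-compound control corrected for plate trend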
HRas wt GTP: modulators of GTP binding to HRas wildtype, primary screen, biochemical, bead-based flow cytometry, multiplex. 190,000 compounds, 0.14% hits. AID 759, 2007. GST-Ras wt beads, Bodipy-FL-GTP binding; actives lie on both sides. GTP binding activity, % at 10 µM. GTPase HRas (Homo sapiens), P01112;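 active means GTP binding activity at least 20% away from the 100% baseline, either lowered as inhibitor or raised as activator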;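 further: 0% = unlabeled GTP competition control and 100% = no-compound control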
Target sequence (P01112 whole entry, looked up): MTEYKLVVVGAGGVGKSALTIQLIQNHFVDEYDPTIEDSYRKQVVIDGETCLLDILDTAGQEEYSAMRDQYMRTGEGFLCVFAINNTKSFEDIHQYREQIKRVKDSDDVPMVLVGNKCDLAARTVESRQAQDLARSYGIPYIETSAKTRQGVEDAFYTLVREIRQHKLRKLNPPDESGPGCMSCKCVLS
Pf gametocyte: late stage P. falciparum gametocyte viability inhibitors, primary screen, ATP luminescence, HTS | P. falciparum stage V gametocytes, 24 h | inhibition, % at 10.9 µM | 150,000 compounds, 0.065% hits | AID 743093, 2013;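 active means inhibition above the mean plus 3 SD of compounds within the control limits, set per campaign, cut at about 38% in these data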;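 further: 0% = DMSO wells and 100% = medium only without gametocytes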
Mcl1 Bid PPI: Mcl-1/Bid binding inhibitors, primary screen, biochemical, TR-FRET, 1536-well; Induced myeloid leukemia cell differentiation protein Mcl-1 (Homo sapiens), Q07820; TR-FRET Mcl-1/Bid-Dy647 peptide binding; inhibition, % at 21.7 µM; 220,000 compounds, 0.97% hits; AID 1021, 2008;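 active means compounds that cut the binding signal by more than half at the single screening dose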;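 further: His-tagged Mcl-1 with europium anti-His antibody binding Bid BH3 peptide; 0% = Mcl-1 plus peptide wells and 100% = peptide-only wells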
Rac1 wt GTP bind: wildtype Rac1 GTP binding modulators, primary screen, biochemical, GST-Rac1 beads, flow cytometry, multiplex; Ras-related C3 botulinum toxin substrate 1 (Homo sapiens), P63000; GTP binding activity (% of control), % at 10 µM; fluorescent GTP binding; actives lie on both sides; 0 = cold GTP competed, 100 = untreated; 190,000 compounds, 0.27% hits;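 active means GTP binding activity at least 20 points away from the 100% control level, either lower or higher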
Cdc42 wt: modulators of GTP binding to wildtype Cdc42, primary screen, biochemical, multiplex bead flow cytometry, Bodipy-GTP; AID 761, 2007; GST-Cdc42 beads; actives lie on both sides; 190,000 compounds, 0.2% hits; Cell division control protein 42 homolog (Homo sapiens), P60953; percent activity (GTP binding), % at 10 µM;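 active means percent activity GTP binding at least 20 points away from the 100% baseline, either down as inhibitor or up as activator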;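 further: median bead fluorescence of bound Bodipy-FL-GTP at 100 nM; 0% = excess unlabeled GTP control and 100% = no compound control; below 100% means less GTP binding so inhibitor and above means activator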
Target sequence (P60953 whole entry, looked up): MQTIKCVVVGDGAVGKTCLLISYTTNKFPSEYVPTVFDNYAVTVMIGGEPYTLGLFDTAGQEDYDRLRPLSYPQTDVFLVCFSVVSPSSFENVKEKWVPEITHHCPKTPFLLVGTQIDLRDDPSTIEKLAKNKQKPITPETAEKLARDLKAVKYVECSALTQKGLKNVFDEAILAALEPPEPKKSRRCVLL
Rab7 wt modul: modulators of GTP binding to Rab7, primary screen, biochemical, wildtype, multiplex bead flow cytometry | GST-Rab7 beads, fluorescent GTP binding; actives lie on both sides; untreated = 100%, excess cold GTP = 0% | GTP binding activity (percent of control), % at 10 µM | 190,000 compounds, 0.055% hits;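 active means fluorescent GTP binding to Rab7 beads changed by at least 20 points from the 100% baseline, either direction, mostly lower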;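 further: median green fluorescence of bound Bodipy-FL-GTP per Rab7 bead population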
Rac1 act GTP bind: GTP binding modulators of activated mutant Rac1, primary screen, biochemical, bead-based flow cytometry, multiplex, fluorescent GTP | GST-Rac1 activated beads; actives lie on both sides; 100% means binding = to untreated wells | percent activity (GTP binding), % at 10 µM | 190,000 compounds, 0.11% hits | AID 764, 2007;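 active means GTP binding at least 20 percentage points away from the 100% baseline, in either direction, so actives lie on both sides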
Avidin bead fluor: green autofluorescence of compounds with avidin beads – biophysical, 488/530 nm, flow cytometry, artefact control, profiling panel. compound fluorescence 488/530 nm; stronger effect = higher value. fluorescence (KMESF) at 10 µM. 220,000 compounds, 0.38% hits. AID 1775, 2009; in the data active means fluorescence above about 47; further: inactives centre near 10
Mcl1 Noxa PPI: Mcl-1/Noxa binding inhibitors, primary screen, biochemical, TR-FRET, 1536-well | Induced myeloid leukemia cell differentiation protein Mcl-1 (Homo sapiens), Q07820 | inhibition, % at 21.7 µM | 220,000 compounds, 1.5% hits | AID 1022, 2008 | TR-FRET Mcl-1/Noxa peptide binding, 2 h;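 active means compounds that cut the protein-peptide binding signal by more than 50% relative to plate controls in a single-dose test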;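 further: His-tagged Mcl-1 with rhodamine Noxa BH3 peptide and terbium anti-His antibody; 0% = Mcl-1 plus Noxa peptide wells and 100% = peptide-only wells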
Starred values were filed as active, the others as inactive; nt = not tested or not shown.

SMILES	Bim-Mcl-1	Rab2 wt GTP	HRas wt GTP	Pf gametocyte	Mcl1 Bid PPI	Rac1 wt GTP bind	Cdc42 wt	Rab7 wt modul	Rac1 act GTP bind	Avidin bead fluor	Mcl1 Noxa PPI
CS(=O)(=O)c1ccc(Cl)c(NC(=O)COC(=O)c2cccc(C#N)c2)c1	1	101	99	-2	4	101	98	103	96	25	-5
O=c1[nH]c2cc([N+](=O)[O-])c(NCCO)c([N+](=O)[O-])c2[nH]1	0	95	94	-22	-50	89	92	99	92	12	13
C/C(=N\NC(=O)c1nn(C)c(C)c1Br)c1ccc(NC(=O)c2ccc(C)s2)cc1	-3	98	98	14	-5	98	96	102	95	12	9
O=C(O)c1cccc(NC(=S)N/N=C/c2ccccn2)c1	1	90	93	nt	-78	99	92	91	92	9	-40
CCOC(=O)CN1C(=O)COc2ccc(C(C)(C)C)cc21	-5	103	102	9	-3	109	104	104	102	37	13
Cc1cccc(C)c1NC(=O)c1cn(-c2ccccc2)nc1-c1ccccc1	-3	99	102	-8	-14	104	99	101	98	3	2
COc1ccc(CC(=O)Nc2nc3ccc(F)cc3s2)cc1S(=O)(=O)N1CCOCC1	0	98	100	nt	9	110	102	101	100	7	26
CSc1nc(O)c(Cc2ccccc2)c(=O)[nH]1	1	100	100	nt	-83	103	99	99	99	21	1
Cc1nc(SCC(=O)c2cc3ccccc3oc2=O)c(C#N)c(-c2ccccc2)c1C(=O)Nc1ccccc1	-6	96	99	11	-8	101	100	102	98	7	-9
CCN(CC)c1nc2n(c(=S)n1)CCS2	1	101	100	nt	-14	101	101	100	101	30	7
COc1ccc(-c2csc3ncnc(NCCN4CCOCC4)c23)cc1	-5	95	95	4	-19	95	98	96	95	12	0
O=C(C(Sc1ccccc1)c1ccccc1)N1CCN(c2ccccc2F)CC1 (configuration not stated)	0	94	94	nt	-24	97	95	96	94	7	10
CCOC(=O)c1ccccc1NC1c2ccccc2C(=O)N1c1ccc(C)cn1 (configuration not stated)	0	101	101	nt	-5	106	100	103	97	7	-2
CCCC1=NN(C(=O)CCc2ccccc2O)C(O)(C(F)(F)F)C1 (configuration not stated)	4	99	100	-1	18	106	102	101	98	11	5
O=[N+]([O-])c1nn(-c2ccc3c(c2)OCCO3)n(O)c1=Nc1ccccc1	-3	99	102	0	-22	104	101	101	99	13	17
O=C(NC1CCCCC1)N1CCN(c2ccccc2)CC1	2	98	100	nt	-16	107	99	100	99	7	4
O=C(NN=C1CCCC1)c1cccs1	-1	99	99	5	-22	102	100	101	101	3	15
CCO[C@H]1OC(C(=O)N2CCCCCCC2)=C[C@@H](C2CCCCC2)[C@@H]1CCCO	-3	94	94	nt	1	95	94	99	94	6	-25
CCN(CC)CC(O)COCCC12CC3CC(CC(C3)C1)C2 (configuration not stated)	0	99	103	nt	-5	106	104	100	102	15	-2
Cn1c(SCC(=O)NCCN2C(=O)CSC2=O)nnc1-c1ccccc1	-4	100	99	-1	-11	97	97	99	98	138*	5
COc1ccc(OCc2cccc(C(=O)Nc3ccc(CN4CCCCC4)cc3)c2)cc1	-3	101	100	7	7	106	101	97	101	3	32
Cc1nn(Cc2ccc(F)cc2)c(C)c1NC(=O)c1nn(C)cc1Cl	-3	98	99	nt	-8	104	102	96	98	20	-16
CCOC(=O)Cc1csc(NC(=O)CSc2ncnc3c2cnn3-c2ccccc2Cl)n1	0	97	100	nt	-15	106	98	101	99	19	17
COC(=O)CN1C(=O)C(O)(CC(=O)c2ccccc2)c2ccccc21 (configuration not stated)	-4	102	101	nt	-6	102	100	101	101	31	-7
Nc1ccc(OCc2ccccc2)cc1	-3	101	103	nt	-13	105	105	106	99	8	13
Carrying on.
SMILES	Bim-Mcl-1	Rab2 wt GTP	HRas wt GTP	Pf gametocyte	Mcl1 Bid PPI	Rac1 wt GTP bind	Cdc42 wt	Rab7 wt modul	Rac1 act GTP bind	Avidin bead fluor	Mcl1 Noxa PPI
CCOC(=O)c1c(C)[nH]c(C(=O)COC(=O)CCC(=O)c2ccc3c(c2)OCCO3)c1C	-1	93	95	10	-5	91	93	95	92	15	-3
CS(=O)(=O)CCC(C(=O)OCc1ccc(Cl)cc1)N1C(=O)c2ccccc2C1=O (configuration not stated)	-1	97	98	-6	-11	105	97	98	97	8	-5
CCN(CC)CCOc1c(Br)ccc2c1sc1nc3n(c(=O)c12)CCC3	-1	97	97	nt	-12	99	95	100	95	25	29
CC(=O)OC1c2ccccc2C(=O)N1c1ccccc1C (configuration not stated)	0	102	102	nt	-5	105	106	103	102	8	2
Cc1nc2ccc(S(=O)(=O)N(C)CC(=O)NCc3ccc4c(c3)OCO4)cc2s1	-2	102	103	nt	1	106	101	103	97	8	11
COCCNC(=O)CCc1nnc(Cc2ccc(-c3ccccc3)cc2)o1	1	98	98	-16	-16	100	95	102	94	3	2
NC1=NC(=O)C(CC(=O)c2ccc(Cl)cc2)S1 (configuration not stated)	-4	100	99	9	-8	103	101	101	100	12	19
CCCCn1c(-c2ccccc2)nnc1-c1ccccc1	0	99	100	nt	-9	99	102	98	96	8	7
C/C(N)=C(/C#N)C(=O)COC(=O)CCC1CCCC1	-1	100	102	nt	18	103	100	98	99	10	9
CCCCC(=O)Nc1ccc(C(=O)NCC(=O)OC)cc1	-2	101	102	nt	-18	102	102	102	99	8	-21
CC(=O)Nc1ccc(NC(=O)CN(c2ccccc2Cl)S(C)(=O)=O)cc1	1	99	99	nt	-2	104	102	102	98	7	10
COc1ccc2nc(NC(=S)N(C)C)sc2c1	0	100	101	nt	-13	102	104	99	99	2	-29
Cc1cc(S(=O)(=O)N2CCC(NC(=O)C34CC5CC(CC(C5)C3)C4)CC2)ccc1-n1cnnn1	1	100	103	6	11	106	103	103	102	13	-1
N#CC1=C(N)C(C#N)(C#N)[C@H](c2c(F)cccc2F)[C@H]2CC3(CC=C12)OCCO3	1	98	101	nt	-17	105	100	98	101	20	-4
CC1=C(C(=O)OCC2CCCO2)C(c2ccc(O)cc2)NC(=O)N1 (configuration not stated)	-1	100	99	-8	4	99	99	98	98	23	32
CC1=C(C(=O)Nc2cccnc2)C(c2ccc(C(C)C)cc2)n2ncnc2N1 (configuration not stated)	-4	99	98	nt	1	100	97	101	96	26	-11
Cc1cccc(C)c1NC(=O)C(c1ccc([N+](=O)[O-])cc1)N1CCCCC1 (configuration not stated)	-1	105	102	nt	-38	105	106	93	103	6	-14
C#CCn1c(C)cc(C)c(S(=O)(=O)c2ccccc2)c1=O	1	97	97	-33	-10	101	100	98	99	11	12
C=CCOC(=O)C1=C(C)Nc2ncnn2C1c1cc(Br)ccc1F (configuration not stated)	0	92	96	-5	-1	92	94	97	94	9	6
Cc1nc(N2CCN(c3ccccc3)CC2)nc2c1C(=O)CC(C)C2 (configuration not stated)	0	96	96	6	-11	94	94	94	93	15	11
CCc1ccccc1NC(=O)COc1cccc2ccc(C)nc12	-3	96	97	13	-21	104	103	98	97	8	13
O=C(O)CC1Oc2ccc(Cl)cc2NC1=O (configuration not stated)	1	101	101	nt	-5	102	101	98	100	7	3
Cc1cccc(-c2nnc(-c3cccc(NC(=O)Cc4cccs4)c3)o2)c1	-2	102	100	nt	15	100	97	102	99	9	3
Cc1ccc(Nc2cc(=O)[nH]c(=O)[nH]2)cc1Cl	1	98	94	7	-21	95	92	105	93	9	-5
CC(=O)NC(CC(=O)N(C)Cc1cccc(Cl)c1Cl)c1ccccc1 (configuration not stated)	-1	98	97	25	-18	95	99	100	96	7	-13
(next part)
SMILES	Bim-Mcl-1	Rab2 wt GTP	HRas wt GTP	Pf gametocyte	Mcl1 Bid PPI	Rac1 wt GTP bind	Cdc42 wt	Rab7 wt modul	Rac1 act GTP bind	Avidin bead fluor	Mcl1 Noxa PPI
CCOc1ccccc1C(=O)Nc1nnc(COC)s1	-1	99	101	-4	1	104	102	101	100	5	0
CCOc1cc(C(=O)NCCOC)ccc1OC	0	99	99	19	-20	103	100	98	97	5	-1
CCOC(=O)N1CCN(C(=O)C(C)n2nc(C)n3c(cc4sccc43)c2=O)CC1 (configuration not stated)	-2	97	97	nt	-6	96	98	97	95	3	14
CCOC(=O)C(NC(C)=O)(Nc1ccc(F)cc1)C(F)(F)F (configuration not stated)	-4	100	100	4	-21	101	102	103	98	260*	1
CCCn1c(SCC(=O)Nc2ccc3c(c2)CCC3)n[nH]c1=O	-2	98	99	1	-47	100	97	99	98	6	8
Cc1ccc2[nH]c(=O)c3cc(C(=O)NCC4CCCO4)sc3c2c1 (configuration not stated)	-5	97	98	-11	-61	97	96	107	95	6	-4
CSc1nc2ccc(S(=O)(=O)N(C)C)cc2s1	-6	102	103	-12	-24	107	104	103	100	14	-9
CCN(c1ccccc1)S(=O)(=O)c1ccc(C(=O)Oc2ccc(C(C)=O)cc2)cc1	-2	98	100	nt	-9	103	98	99	97	14	14
O=C(Nc1cc(F)ccc1F)C1CCCO1 (configuration not stated)	1	102	103	nt	-18	105	103	104	101	4	-6
COC(=O)CCCC(=O)N1CCCC(C(=O)c2ccc(OC)cc2C)C1 (configuration not stated)	-3	94	96	0	-17	99	99	104	94	12	4
CCOc1ccccc1Cn1c(=O)sc2ccccc21	0	99	96	-10	-24	99	101	96	100	7	-2
O=C(N/N=C/c1ccc(Br)cc1)c1ccc(Br)o1	-1	98	99	19	2	102	98	100	98	4	20
c1ccc2c(c1)OCC(c1nnc3sc(-c4cnccn4)nn13)O2 (configuration not stated)	0	100	100	1	-25	107	100	98	99	11	50
O=C(CSCCO)Nc1ccc([N+](=O)[O-])cc1	2	99	99	-3	-23	99	97	104	96	8	4
CN(C[C@H](CC1CCCCC1)N(C[C@H](Cc1ccccc1)N(CCc1ccccc1)N=O)N=O)N=O	10	97	97	nt	2	97	92	104	95	6	-10
O=C(NC(=S)Nc1ccc2c(c1)C(=O)c1ccccc1C2=O)c1ccc(F)cc1	-2	99	98	nt	42	102	99	100	98	1	51*

Outcome played no part in choosing rows; overall some 2.7% were active at least once.
